Bioassay records as filed in PubChem BioAssay.
M. tuberculosis HTS: M. tuberculosis growth inhibition, HTS (AID 449762). 330,000 compounds, 0.59% hits. M. tuberculosis H37Rv growth inhibition, 7H9 media; higher % means a stronger effect. one-dose inhibition, % at 25 µM; IC50 in µM for titrated hits; in the data active = a potency from the dose series; inconclusive = inhibition above about 70% without an active follow-up result;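 note: bacterial growth assessed after seven days of incubation; strong numbers were not always called active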
inhibitors of VEEV: inhibitors of VEEV TC-83 cytopathic effect, confirmation, Vero cells (AID 588727) | Vero cells, VEEV TC-83 cytopathic effect inhibition; higher % means a stronger effect | inhibition, % at 20 µM, or IC50 in µM where a hit was titrated | 350,000 compounds, 0.13% hits; in the data active = a potency from the dose series; inconclusive = inhibition mostly from about 14% at the one dose, without a potency; inactive = the rest, 99 in 100 with inhibition below about 12%; note: strong numbers were not always called active
PhoP GFP inhibition: PhoP regulon inhibitors, Salmonella typhi PhoP promoter GFP reporter, confirmatory (AID 1850) | Salmonella Typhi PhoP-promoter GFP reporter, fluorescence, 4 h; higher % means a stronger effect | inhibition, % at 50 µM, or IC50 in µM where a hit was titrated | 310,000 compounds, 0.33% hits; in the data active = a potency from the dose series; inconclusive = inhibition mostly from about 25% at the one dose, without a potency; inactive = the rest, 99 in 100 with inhibition below about 19%;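 note: 0% = induced wells with vehicle and 100% = uninduced wells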
H1N1 NS1A inhibition: H1N1 influenza NS1A inhibitors, functional cell based assay (AID 504329) | NS1A functional cell-based assay, percent inhibition; higher % means a stronger effect | inhibition, % at 12.5 µM, or IC50 in µM where a hit was titrated | 340,000 compounds, 0.3% hits; in the data active = a potency from the dose series; inconclusive = inhibition above about 27% without an active follow-up result; note: strong numbers were not always called active
M. tuberculosis: growth inhibition of non-replicating M. tuberculosis (AID 488890); 320,000 compounds, 0.39% hits; Mycobacterium tuberculosis non-replicating, growth inhibition; higher % means a stronger effect; one-dose inhibition, % at 25 µM; IC50 in µM for titrated hits; in the data active = a potency from the dose series; inconclusive = inhibition mostly from about 82% at the one dose, without a potency; inactive = the rest, 99 in 100 with inhibition below about 76%;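 note: plate controls were DMSO cells for no effect and high antibiotic wells for full effect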
inhibitors of VEEV 10K pilot screen: second read-out of inhibitors of VEEV, no call of its own (marks repeat the call); inhibition, %; measured here: 10K pilot screen inhibition
* = called active by the depositor; i = inactive; ? = inconclusive; · = no result given. Hits appear at their usual frequency. About 1.5% of those tested had a hit in this group.

SMILES	M. tuberculosis HTS	inhibitors of VEEV	PhoP GFP inhibition	H1N1 NS1A inhibition	M. tuberculosis	others
O=C1CCC(C(=O)N2CCCC(Nc3ccc(F)cc3)C2)=NN1 (stereo unspecified)	-7%	1.6%	0%	14%	-3%
CN(CC(=O)Nc1ccccc1Br)C(=O)c1cccn1C	3%	0.4%	-9%	-1%	8%
COc1ccc(/C=C2\SC(=NCc3ccccc3)N(Cc3ccccc3)C2=O)cc1OC	8%	0.6%	-23%	5%	-11%
O=C(c1ccc2c(c1)OCO2)C1CCCN(C2CCN(CCc3ccccc3)CC2)C1 (stereo unspecified)	-3%	i	3%	1%	18%
C=C(C)CN=C1SC(C(=O)Nc2sc3c(c2C(=O)OC)CCC3)C(N)=C1C(N)=O (stereo unspecified)	13%	1.1%	9%	2%	34%
CCOC(=O)c1ccc(NC(=O)CSc2nncn2-c2cccnc2)cc1	-6%	1.1%	1%	-3%	14%
Nc1ccc2c(c1)C(=O)c1ccccc1C2=O	26%	1.5%	3%	-1%	-1%
COc1cccc(CNC(=O)N[C@@H](C)C(=O)O)c1	-9%	0.9%	7%	-3%	-16%
COc1ccc(C(=O)/C=C/c2cccs2)c(OC(=O)c2cccc([N+](=O)[O-])c2)c1	39%	5.8%	-8%	7%	40%
O=C(c1cc2ccccc2oc1=O)N(Cc1cccs1)Cc1cccs1	-3%	4.8%	-2%	-5%	36%
CC(C)[C@H](NC(=O)c1ccccc1)C(=O)OCc1nnc(-c2ccccc2)o1	12%	0.9%	1%	·	1%
Cc1coc2c(C)c3oc(=O)c(CCC(=O)NCCCN4CCOCC4)c(C)c3cc12	-3%	0.3%	-1%	0%	-10%
O=C(c1ccc(Cl)c(S(=O)(=O)N2CCCCCC2)c1)N1CCN(c2ccc(O)cc2)CC1	-10%	0.4%	·	-9%	42%
COC(=O)c1sc(N)c(C(=O)OC)c1COC(=O)C12CC3CC(CC(O)(C3)C1)C2	-3%	3.2%	-2%	8%	10%
O=C(CN(C(=O)Cn1nnc(-c2ccc(F)cc2)n1)c1cnc2ccccc2c1)NCC1CCCO1 (stereo unspecified)	-1%	1.0%	-9%	-6%	-9%
C=CCON1C(=O)c2ccccc2C1=O	-3%	i	10%	-5%	-11%
Cc1cccc(C(=O)Nc2cccnc2Cl)c1	-5%	0.3%	2%	-8%	-2%
CSCC[C@H](NC(=O)[C@H](Cc1ccccc1)n1c(=O)[nH]c2ccccc2c1=O)C(=O)N1CCC(C(=O)O)CC1	-8%	0.8%	8%	8%	2%
Clc1cccc(C[n+]2cc(-c3ccccc3)n3c2CCC3)c1	0%	i	3%	-2%	3%
Cc1nnc(SCC(=O)NC2CC2)n1CC1CCCO1 (stereo unspecified)	3%	0.1%	-7%	-10%	1%
CCN(CC1COc2ccccc2O1)C(=O)CN1C(=O)NC(C)(c2ccc(C)cc2)C1=O (stereo unspecified)	20%	i	3%	8%	38%
CCOC(=O)C1=C(C)N(CCO)C(=O)NC1c1ccccc1 (stereo unspecified)	2%	i	-14%	-12%	6%
Cc1cccn2cc(CNC(=O)c3ccco3)nc12	-1%	0.1%	3%	-4%	7%
CC(C)(C)OC(=O)NCc1ccc(CNC(=O)c2nc[nH]c2C(=O)NCc2ccccc2)cc1	27%	4.5%	·	5%	54%
Cn1c(N)c(Br)c(-c2ccc(F)cc2)c(C#N)c1=O	-3%	i	1%	9%	3%
(more compounds)
SMILES	M. tuberculosis HTS	inhibitors of VEEV	PhoP GFP inhibition	H1N1 NS1A inhibition	M. tuberculosis	others
CC1CCN(CC(O)COCCOc2ccc(Br)cc2)CC1 (stereo unspecified)	0%	1.8%	-11%	-5%	37%
O=C(Nc1cccc(S(=O)(=O)N2CCOCC2)c1)c1cc(S(=O)(=O)N2CCOCC2)c(Cl)cc1Cl	·	7.8%	·	-6%	·
CCCCn1c(N)c(N(CCC(C)C)C(=O)c2cccc(N3C(=O)c4ccccc4C3=O)c2)c(=O)[nH]c1=O	-8%	i	5%	-8%	-6%
COCc1c(C(=O)NC(C)c2ccc(S(N)(=O)=O)cc2)oc2ccccc12 (stereo unspecified)	0%	i	8%	-20%	-42%
CCSCCOC(=O)C1=C(C)N(C)C(=O)NC1c1cc(OC)ccc1OC (stereo unspecified)	-4%	i	-6%	5%	0%
CCCC[n+]1c2ccccc2cc2ccccc21	-1%	0.0%	32%	-3%	34%
COc1ccc(OC)c(NC(=O)CCN2CC(C)CC(C)C2)c1 (stereo unspecified)	-4%	0.3%	-4%	6%	-22%
Cc1cc(C(=O)OCC(=O)Nc2nccs2)c2ccccc2n1	-3%	0.2%	-16%	-12%	-7%
CC(C)(C)OC(=O)N1CCC(NC(=O)c2[nH]cnc2C(=O)Nc2cccc(Cl)c2)CC1	?	11%	·	-23%	1%
O=C(Nc1nccs1)c1cccc(S(=O)(=O)N2CCCCC2)c1	0%	0.2%	-5%	-1%	18%
COc1ccc(-n2ncc3c(NC(C)C)ncnc32)cc1	10%	7.1%	-16%	3%	17%
O=C(N/N=C/c1ccccc1C(=O)O)c1ccncc1	?	1.2%	5%	-1%	48%
CCOc1ccc(C(=O)Nc2ccc(NC(=S)NC(=O)CC)cc2)cc1Cl	57%	1.8%	0%	28%	64%
COc1ccc(NC2CCCN(C(=O)c3cc(C)nc4cc(F)ccc34)C2)cc1 (stereo unspecified)	-3%	1.4%	-9%	3%	-5%
COc1cc(NS(=O)(=O)c2ccc(N/C=C(\C#N)c3nc4ccccc4o3)cc2)nc(OC)n1	-5%	0.5%	1%	-18%	18%
Oc1[nH]c2ccccc2c1N=Nc1nncc2ccccc12	6%	8.3%	3%	8%	21%
CN(C(=O)c1ccccc1)c1nc2ccccc2s1	3%	3.8%	4%	-10%	-6%
CN1CCN(C(=O)/C=C/c2ccc(Cl)cc2)CC1	-4%	0.7%	7%	6%	-11%
C=CCC(NCc1ccccc1)c1ccc(OC)cc1 (stereo unspecified)	7%	0.3%	-5%	2%	12%
O=[N+]([O-])c1ccccc1Oc1ccc(C(F)(F)F)cn1	3%	0.5%	-4%	11%	31%
Cc1ccc2nc(SCC(=O)Nc3nonc3N)[nH]c2c1	2%	2.4%	22%	-3%	15%
COc1cccc(/C=C2/NC(=O)N(CC(=O)Nc3ccc(C)cc3)C2=O)c1OCc1cccc(C(=O)O)c1	-2%	1.2%	8%	-8%	-2%
COc1ccc(/C=C/C(=O)NC(=S)Nc2ccc(C(=O)O)cc2)cc1	14%	i	-7%	-6%	-5%
O=S(=O)(O)c1ccc(N=Nc2ccccc2)cc1	-11%	1.2%	1%	-2%	-13%
O=C(Nc1ccccc1)N1CCN(Cc2ccccc2)CC1	-2%	2.1%	4%	15%	-9%	inhibitors of VEEV 10K pilot screen=0.6

Not a retest: entries from further up.
SMILES	M. tuberculosis HTS	inhibitors of VEEV	PhoP GFP inhibition	H1N1 NS1A inhibition	M. tuberculosis	others
O=S(=O)(O)c1ccc(N=Nc2ccccc2)cc1	-11%	1.2%	1%	-2%	-13%
O=C(Nc1ccccc1)N1CCN(Cc2ccccc2)CC1	-2%	2.1%	4%	15%	-9%	inhibitors of VEEV 10K pilot screen=0.6

(list continues)
SMILES	M. tuberculosis HTS	inhibitors of VEEV	PhoP GFP inhibition	H1N1 NS1A inhibition	M. tuberculosis	others
Cc1ccc(C2NS(=O)(=O)N=C2N)cc1 (stereo unspecified)	1%	1.3%	3%	-10%	5%
CN(C)/C=C(\C#N)C(=O)N/N=C/c1ccc(F)cc1	-1%	1.3%	-4%	-8%	12%
O=C(Nc1cccc(Cl)c1N1CCCCC1)c1ccc(N2CCOCC2)c([N+](=O)[O-])c1	1%	i	8%	11%	31%
CCN1CCc2c(sc(NC(=O)c3ccc(S(=O)(=O)N4CCCCCC4)cc3)c2C(=O)NC)C1	0%	4.8%	-12%	-2%	23%
CCN(CC)S(=O)(=O)c1cc(NC(=O)[C@@H](NC(N)=O)C(C)C)ccc1C	6%	i	-16%	3%	5%
COc1ccccc1N1CCN(C(=O)CCCCCn2c(=O)[nH]c3ccsc3c2=O)CC1	-2%	11%	-6%	-15%	12%
Cn1c(N)c(C(=O)CSc2nc(C3CC3)n(-c3ccccc3)n2)c(=O)[nH]c1=O	-9%	4.9%	·	-6%	-1%
COc1ccc(/C=C2\SC(=S)N(c3cccnc3)C2=O)cc1	4%	5.4%	-21%	-21%	5%
Cc1c[n+](CC(=O)c2ccccc2)cs1	8%	0.8%	12%	22%	-3%
O=C(CCCC(=O)NCCc1ccccc1)NCCc1ccccc1	-5%	1.5%	-2%	-8%	9%
COc1ccccc1-c1coc2c(CN(C)C)c(O)ccc2c1=O	-1%	i	-3%	3%	7%
CC(=O)N/N=C(\C)CC(=O)NC(C)(C)C	2%	1.7%	5%	0%	-9%
Cc1cc(C)c(C(N)=O)c(SCC(=O)c2ccc(Cl)cc2)n1	35µM*	1.4%	-3%	2%	?
O=C(COC(=O)c1cc(Cl)cc(Cl)c1)NCc1ccco1	13%	i	·	2%	60%
Nc1ccc(C23CC4CC(CC(C4)C2)C3)cc1	-9%	i	0%	7%	1%
O=C(NCCN1CCCCCC1)c1ccc(N2CCCC2=O)cc1	-1%	1.1%	11%	7%	15%
CCc1ccc(NC(=O)c2noc3c2CCCCC3)cc1	-4%	3.5%	-8%	1%	6%
CSc1ccc(/C=N/N(C)S(=O)(=O)c2ccc(C)cc2)cc1	1%	i	-12%	2%	27%
Cc1cc(OC(C)C(=O)NCCCN2CCOCC2)c2c(C)c(C)c(=O)oc2c1 (stereo unspecified)	-1%	2.2%	8%	-3%	-16%
CCOC(=O)c1ccc2c(c1)n(CC)c(/C=C/N(C)c1ccccc1)[n+]2CC	-4%	i	-19%	5%	44%	inhibitors of VEEV 10K pilot screen=0.0
O=C(CSc1nnc(Nc2ccccc2)s1)NC1CCCC1	7%	0.7%	·	-1%	30%
COC(=O)c1ccccc1NC(=O)c1sc(N)nc1C	12%	6.6%	-5%	5%	12%
CCN(CC)CCN1C(=O)C(=O)/C(=C(/O)c2ccncc2)C1c1ccccc1F (stereo unspecified)	2%	0.3%	6%	0%	-1%
C/C(=N/Nc1ncc(Br)cn1)c1ccc([N+](=O)[O-])cc1	11%	1.0%	-9%	6%	-3%
O=C(NNC(=S)NCCc1ccccc1)c1ccc(Br)s1	-1%	i	3%	9%	65%
COc1ccc(CCNC(=S)N2CCN(S(=O)(=O)c3ccc(C)cc3)CC2)cc1	-7%	2.4%	-1%	1%	3%
COc1cc(C(=O)OC2C[C@H]3CC[C@@H](C2)N3C)ccc1O (stereo partly specified)	3%	i	7%	0%	1%
CC(Sc1nc2ccccc2c(=O)n1CC1CCCO1)C(=O)Nc1ccc(S(N)(=O)=O)cc1 (stereo unspecified)	1%	5.8%	6%	2%	-2%
O=C(O)c1ccccc1-c1ccc(/C=C/c2cc(C(F)(F)F)[nH]c(=O)n2)o1	·	0.6%	·	-1%	·

Filtered by structure: those above containing a Cl atom (10)
SMILES	M. tuberculosis HTS	inhibitors of VEEV	PhoP GFP inhibition	H1N1 NS1A inhibition	M. tuberculosis	others
O=C(c1ccc(Cl)c(S(=O)(=O)N2CCCCCC2)c1)N1CCN(c2ccc(O)cc2)CC1	-10%	0.4%	·	-9%	42%
Cc1cccc(C(=O)Nc2cccnc2Cl)c1	-5%	0.3%	2%	-8%	-2%
Clc1cccc(C[n+]2cc(-c3ccccc3)n3c2CCC3)c1	0%	i	3%	-2%	3%
O=C(Nc1cccc(S(=O)(=O)N2CCOCC2)c1)c1cc(S(=O)(=O)N2CCOCC2)c(Cl)cc1Cl	·	7.8%	·	-6%	·
CC(C)(C)OC(=O)N1CCC(NC(=O)c2[nH]cnc2C(=O)Nc2cccc(Cl)c2)CC1	?	11%	·	-23%	1%
CCOc1ccc(C(=O)Nc2ccc(NC(=S)NC(=O)CC)cc2)cc1Cl	57%	1.8%	0%	28%	64%
CN1CCN(C(=O)/C=C/c2ccc(Cl)cc2)CC1	-4%	0.7%	7%	6%	-11%
O=C(Nc1cccc(Cl)c1N1CCCCC1)c1ccc(N2CCOCC2)c([N+](=O)[O-])c1	1%	i	8%	11%	31%
Cc1cc(C)c(C(N)=O)c(SCC(=O)c2ccc(Cl)cc2)n1	35µM*	1.4%	-3%	2%	?
O=C(COC(=O)c1cc(Cl)cc(Cl)c1)NCc1ccco1	13%	i	·	2%	60%
